Compound activity: PubChem, Broad Institute
CFTR F508del cor – F508del CFTR correction, initial screen, CFBE line, single point | CFBE cells, YFP halide quenching; stimulated with forskolin plus potentiator P3; % fluorescence drop versus neutral controls | activity (quench increase), % at 7.58 µM | actives 0.36% (n = 350,000);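 active means mean added fluorescence quench of at least 8% versus neutral control, with both replicates also reaching 8%; inconclusive means only one of the mean or replicate conditions met; inactive means mean below 8% and not both replicates reaching 8%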;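 further: cells transiently co-express mutant CFTR-F508del with the halide-sensitive YFP; corrector assay measuring rescue of mutant channel to the surface after 24 h compound exposure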
ARNT TACC3 PPI – disruptors of ARNT/TACC3 protein interaction, primary screen, biochemical, AlphaScreen, single concentration; Transforming acidic coiled-coil-containing protein 3 (Homo sapiens), Q9Y6A5; AlphaScreen His-ARNT PAS-B/GST-TACC3 binding, luminescence; TACC3 fragment carries E629A point mutation; inhibition, % at 9.99 µM; actives 0.66% (n = 390,000);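 active means mean inhibition of replicates at least 50% and at least half of replicates each reaching 50%; inconclusive means half or more replicates reach 50% but mean below 50%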;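 further: 0% = complete ARNT plus TACC3 wells and 100% = ARNT alone without TACC3; many hits fall short of the cut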
ERp5 inh – inhibitors of ERp5-driven insulin aggregation, primary screen, biochemical, turbidity, absorbance 650 nm, single point. 90 min. actives 0.05% (n = 350,000). inhibition, % at 9.99 µM. Protein disulfide-isomerase A6 (Homo sapiens), Q15084;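 active means mean replicate inhibition above about 25%, with every replicate also reaching it, limit read from the data, passing the limit was not always enough; inconclusive means only one of those two criteria met; inactive means neither criterion met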
Target sequence (Q15084 whole entry, looked up): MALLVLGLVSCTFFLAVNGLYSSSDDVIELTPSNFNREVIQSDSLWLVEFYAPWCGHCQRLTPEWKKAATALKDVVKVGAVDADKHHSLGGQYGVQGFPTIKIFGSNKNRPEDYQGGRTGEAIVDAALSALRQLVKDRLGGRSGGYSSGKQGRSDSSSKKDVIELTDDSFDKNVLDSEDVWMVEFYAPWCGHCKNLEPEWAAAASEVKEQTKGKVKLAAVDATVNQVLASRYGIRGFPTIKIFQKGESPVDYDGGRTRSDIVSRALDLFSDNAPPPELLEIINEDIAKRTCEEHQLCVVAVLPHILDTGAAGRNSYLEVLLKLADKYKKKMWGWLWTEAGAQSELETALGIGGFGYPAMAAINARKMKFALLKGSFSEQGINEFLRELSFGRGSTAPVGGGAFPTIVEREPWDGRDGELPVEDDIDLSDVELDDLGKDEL
DENV2 CPE – inhibitors of DENV2 cytopathic effect, primary screen, cell-based, plate reader, single concentration; CPE inhibition, % at 9.99 µM; AID 651640, 2012; DENV2-infected cells, cytopathic effect rescue; actives 1.7% (n = 350,000); in the data active means CPE inhibition above about 20%, passing the limit was not always enough; inconclusive means no clear call, values can overlap the other calls; tested in BHK-21 cells;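 further: 0% = median of neutral control wells and 100% = median of positive control wells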
EWS-Fli block – EWS/Fli-driven NR0B1 reporter inhibitors, primary screen, A673 cells, NR0B1 luciferase, luminescence, MLPCN library. viability-normalised. inhibition, % at 12.6 µM. actives 0.67% (n = 350,000). AID 651661, 2012;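 active means mean inhibition of at least 50% after viability correction, with every replicate also passing that limit; inconclusive means mean reaches 50% but only one of two replicates passes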;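 further: firefly luciferase signal divided by Alamar Blue viability fluorescence both relative to DMSO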
XiGFP reactiv – activators of inactive X chromosome reactivation, primary screen, imaging, XiGFP fibroblasts, GFP high-content imaging, set 2; XiGFP mouse fibroblasts, % GFP-positive cells imaging, 3 d; cells co-treated with 5-aza-dC sensitizer; scaled so ellipticine positive control = 100%; activation, % at 7.58 µM; actives 0.055% (n = 360,000); AID 743238, 2013;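 active means mean normalized replicate activation at least 10% and every replicate at or above 10%; inconclusive means only one of the two criteria met; inactive means mean below 10% and not all replicates reach 10%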;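 further: 0% = median of on-plate neutral control wells and 100% = ellipticine 6 µM median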
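Material: XiGFP fibroblasts, SV40-immortalized; Buffer or medium: DMEM containing 5-aza-dC; Compound dosing: single point; Times: 3 days compound exposure.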
PAX8 inh HTS – inhibitors of PAX8-driven TPO luciferase reporter, primary screen, RMG-I cells, single concentration; SteadyGlo, 24 h; inhibition, % at 12.6 µM; actives 1.2% (n = 360,000); AID 652154, 2013;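 active means mean replicate inhibition at least 60% with every replicate also reaching 60%; inconclusive means only one of the two criteria is met; inactive means mean below 60% and not all replicates reaching 60%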;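 further: luciferase light reporting Pax8 driven TPO promoter activity; plate controls were median of neutral control wells for no effect and mitoxantrone controls for full effect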
GSIS activator – GLuc luminescence reporter in INS-1E cells, primary screen for activators of glucose-dependent secretion of insulin. INS-1E GLuc reporter insulin secretion, 2-3 h. activation, % at 16.6 µM. actives 0.61% (n = 370,000);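 active means lowest replicate activation of at least 40%, so every replicate reaches that level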;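 further: 0% = median of neutral control wells and 100% = median of IBMX positive control wells; some compounds called inactive have numbers as strong as hits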
Active calls of the source: *; ? = inconclusive; nt = not tested or not shown; & = joins results of further samples. These rows are one share of the data. The share of hits here may be higher or lower than overall.

Compound	CFTR F508del cor	ERp5 inh	XiGFP reactiv	EWS-Fli block	PAX8 inh HTS	DENV2 CPE	ARNT TACC3 PPI	GSIS activator
CCOC(=O)C1=C(C(=O)OCC)C2(c3ccccc3)c3ccccc3C1(C)N2C (centres undefined)	0.1	4	0.7	4	13	3	nt	-42
COc1ccn(C)c(=O)c1C#N	0.7	-6	nt	-2	nt	-5	-6	6
COC(=O)C1=C(c2ccc(C(C)=O)cc2)C[C@@H]2CC[C@H]1N2C(=O)NC1CCCCC1	1.1	-6	0.0	-3	-8	-9	2	11
CN1C(=O)C(O)N=C(c2ccccc2)c2ccccc21 (centres undefined)	-2.3	4	0.0	-7	13	4	-9	15
CC(C)C[C@H]1COc2cc(N3CCN(C)CC3)ccc2S(=O)(=O)N1	-0.4	-9	0.0	-1	-43	18	nt	6
O=c1c2ccccc2nc(-c2ccc([N+](=O)[O-])cc2)n1-c1ccccc1	-1.0	-1	-0.1	-4	55	nt	0	5
COC(=O)C1=C(c2c(C)noc2C)C[C@@H]2CC[C@H]1N2C(=O)NCCNC(C)=O	1.5	7	0.0	2	3	-13	12	-5
COc1ccc(CNCCc2c[nH]c3ccccc23)c(OC)c1OC	-0.1	0	0.0	6	-10	2	2	-11
Cc1ccccc1-c1ccc2c(c1)C1c3c(-c4ccccc4)nnn3-c3ccccc3C(=O)N1CC2 (centres undefined)	2.9	2	0.0	16	-8	?	nt	16
CN1CC(C(=O)c2ccc(F)cc2)C(c2ccc(F)cc2)C1 (centres undefined)	-1.6	3	0.1	-1	39	0	0	-46
C[N+]1([O-])[C@@H]2CC(OC(=O)[C@H](CO)c3ccccc3)C[C@H]1[C@@H]1O[C@@H]12 (some centres undefined)	-2.2	1	-0.2	-3	-4	3	-9	nt
CC(=O)c1ccc(OCC(=O)N2CCCC(N(C)Cc3ccccc3)C2)cc1 (centres undefined)	5.1	-13	0.0	7	8	-3	-9	13
CN(C)C1(CNC(=O)Nc2ccc(Cl)c(Cl)c2)CCCCC1	3.4	3	0.1	-4	-5	?	nt	-13
COC(=O)c1c2[n+](cc3cc(OC)c(OC)cc13)CCc1cc(OC)c(OC)cc1-2	1.2	1	-0.1	-6	-21	11	6	-2
O=C(CCc1ccccc1)N1Cc2cc(-c3cccc(F)c3)ccc2-n2nncc2C1	-0.6	-2	nt	8	15	?	nt	-3
CCN1C(=O)NC(=O)/C(=C\c2cn(CC(=O)N3CCCCC3)c3ccccc23)C1=O	1.6	2	0.0	nt	-4	3	28	7
Cc1[nH]c2ccccc2c1C(=O)C(=O)N1CCC2(CC1)OCCO2	nt	-2	0.1	1	9	2	-6	13
Cc1ccnc(NC(=O)CCCc2ccc(N(CCCl)CCCl)cc2)n1	-2.2	2	0.1	-12	7	3	4	8
Cc1nn(Cc2ccccc2Cl)c(Cl)c1C(=O)OCC(=O)NC(=O)NC1CCCCC1	nt	-6	0.6	5	-19	17	28	1
O=C(Cc1ccccn1)N1CCCCN2[C@@H](CO)[C@H](c3ccc(Br)cc3)[C@@H]2C1	0.3	0	0.0	1	6	8	5	8
CCc1nc2ccccc2c(=O)n1-c1ccccc1OC	0.2	0	0.2	-6	-8	-4	-4	-4
Cc1ccc(C2CC3CCC(C2)N3Cc2ccccc2F)cc1 (centres undefined)	-0.1	-3	0.3	5	-18	-4	-1	8
O=C1CN=C(c2ccc(F)cc2)c2oc3ccccc3c2N1	-2.4	-3	0.0	-16	0	-5	-1	12
CCCCn1c(O)c(/C=N/NC(=O)c2ccncc2)c(=O)[nH]c1=S	0.6	1	0.1	-7	-7	-7	60*	5
CCOC(=O)[C@]12Cc3ccccc3[C@H]1N(CCC(=O)OC)C(=O)c1ccccc12	3.0	-5	0.1	9	3	16	nt	nt
COC(=O)CN(CCCl)P1(=O)OCCCN1CCCl (centres undefined)	-1.5	-5	-0.1	12	1	-7	nt	9
COc1ccccc1-n1c(-c2ccc(C)cc2)nc2ccccc2c1=O	-2.4	3	0.0	-31	-13	1	0	8
COC(=O)C1=C(c2cc3ccccc3o2)C[C@@H]2CC[C@H]1N2C(=O)NCc1ccc(F)cc1	2.3	2	0.2	-1	10	3	nt	-7
CC(=O)c1cc(C#N)c(N2CCN(C)CC2)nc1C	0.7	3	0.1	5	7	1	-9	18
S=P1(Oc2ccccc2)Nc2ccccc2N1	0.3	3	0.1	3	24	-2	1	nt
CN1C(=O)C(=Cc2cn(CC#N)c3ccccc23)C(=O)N(C)C1=O	2.6	2	-0.1	3	20	5	-1	1
CCc1nnc(NS(=O)(=O)c2ccc(N=Cc3c(O)n(-c4ccc(Cl)cc4)c(=O)[nH]c3=O)cc2)s1	0.2	7	0.3	3	-11	0	-7	-5
O=C(c1ccc2c(c1)OCO2)C1CCCN(Cc2c(F)cccc2Cl)C1 (centres undefined)	-2.6	-12	0.3	2	-1	5	-4	-23
CCOC(=O)c1cc(C)sc1/N=C/C1C(=O)NC(=S)NC1=O	-3.2	2	0.1	-47	14	6	-63	-3
O=C(Nc1c(F)cc(F)cc1F)c1cccn(Cc2ccccc2)c1=O	3.5	0	0.0	-10	-18	-3	4	9
O=C(N/N=C/c1c(O)n(Cc2ccc(F)cc2)c(=O)[nH]c1=O)c1ccccc1O	-2.0	-5	0.2	-14	14	18	nt	nt
COC(=O)C1=C(c2ccc(OC(F)(F)F)cc2)C[C@@H]2CC[C@H]1N2C(=O)NCCCOC(C)C	6.2	1	0.0	4	-27	13	-2	-13
CCc1ccccc1NC(=O)N1C[C@H]2C[C@@H](C1)c1cccc(=O)n1C2	-0.3	1	nt	-3	nt	?	-4	0
OCC#CC[N+]1(CC#Cc2ccccc2)CCOCC1	-4.4	1	0.3	-3	-21	-1	-1	3
C=C[C@H]1CN2CC[C@H]1C[C@@H]2[C@@H](O)c1ccnc2ccccc12	-1.6	5	0.0	-2	-28	3	-2	18
CN(C)P(=O)(N(C)C)N1CC1	3.6	3	0.0	4	6	5	-5	-6
CCN1C(=O)C(=C/C=C/c2ccco2)C(=O)N(CC)C1=S	nt	6	0.0	16	21	6	1	3
O=c1[nH]c2ccccc2n1C1CCN(C(c2nnnn2C2CCCC2)C2CC2)CC1 (centres undefined)	3.5	0	0.0	14	11	3	nt	-24
C[C@H]1CCCC(=O)CCC/C=C/c2cc(O)cc(O)c2C(=O)O1	-3.5	-1	0.4	10	26	?	4	nt
O=C(Cn1ncn2c(cc3cc(F)ccc32)c1=O)N1CCC2(CC1)OCCO2	1.7	4	0.0	0	3	-2	4	0
O=C(N/N=C/c1c(O)n(C2CCCCC2)c(=S)[nH]c1=O)c1ccccc1	-0.8	0	0.1	7	10	11	30	14
NCCc1ccc(S(=O)(=O)F)cc1	-1.1	-3	0.1	-5	13	-7	20	nt
COP(=O)(C#Cc1ccccc1)C(O)c1ccc(Br)cc1 (centres undefined)	-0.5	2	0.1	15	12	1	-1	-16
O=C(COc1ccc(Cl)cc1)NCCc1cnc[nH]1	-0.9	-2	0.1	5	-8	1	1	-9
O=c1[nH]c(=S)n(-c2ccc(F)cc2)c(O)c1/C=N/N1CCOCC1	0.1	4	0.1	6	12	3	2	nt

New compounds follow
Compound	CFTR F508del cor	ERp5 inh	XiGFP reactiv	EWS-Fli block	PAX8 inh HTS	DENV2 CPE	ARNT TACC3 PPI	GSIS activator
O=c1c2ccccc2nc(-c2ccccc2)n1-c1cccc(O)c1	0.3	-1	0.3	1	12	2	-4	17
Cc1cc(/C=C2\C(=O)NC(=O)N(c3cccc(F)c3)C2=O)c(C)n1-c1ccc(C(=O)O)c(Cl)c1	2.3	2	0.0	2	-11	1	10	19
COC(=O)C1=C(c2ccc(-c3ccccc3)c(F)c2)C[C@@H]2CC[C@H]1N2C(=O)NCc1ccco1	2.8	-5	0.0	-4	23	-3	-4	-12
O=C(Nc1ccc(F)cc1F)c1cccn(Cc2ccccc2)c1=O	-1.7	2	0.0	-10	-15	3	-9	13
C[N+](C)(C)CC1CCCc2ccccc2C1=O (centres undefined)	-9.2	9	0.0	0	22	-1	-10	-9
COc1ccc(C)cc1NC1=NCCCS1	-3.9	6	0.0	3	2	-2	nt	-5
Fc1ccc(N2CCN(Cc3cc4c(cc3Br)OCO4)CC2)cc1	-2.1	-5	0.0	7	7	-3	-7	3
O=C(c1ccc2c(c1)OCO2)C1CCCN(Cc2ccccn2)C1 (centres undefined)	0.5	-2	-0.1	6	-8	-2	-7	23
O=c1c2ccccc2nc(CNCc2ccco2)n1-c1ccc(F)cc1	nt	nt	0.0	nt	-7	nt	-7	-2
CC(Cc1ccccc1)N1C(=O)c2ccccc2C1=O (centres undefined)	0.5	9	0.2	-29	-7	1	-7	-1
CN(C(=O)Oc1ccc(C(C)(C)C)cc1)c1ccccc1	-1.2	15	0.0	-75	-86	2	2	-13
Cc1ccc(OP(=O)(Nc2cccc(C)c2)Oc2ccc(C)cc2)cc1	-1.6	1	0.0	-11	14	11	-2	-19
S=C=Nc1ccccn1	2.0	10	0.0	-19	0	-7	0	4
CC(C)COc1ccc(Cc2c(O)[nH]c(=S)[nH]c2=O)cc1	0.6	0	0.1	5	29	3	17	-4
O=C(Cc1ccccc1)N1CCCCN2[C@H](CO)[C@@H](c3ccc(C#Cc4ccccc4)cc3)[C@@H]2C1	3.2	0	0.0	nt	21	0	-13	18
O=c1c2ccccc2nc(Cc2ccccc2)n1-c1ccc(O)cc1	-0.6	-9	0.3	-7	6	-2	-8	11
Cc1ccc(-n2c(C)cc(/C=C3/C(=O)NC(=O)N(Cc4ccco4)C3=O)c2C)cc1	nt	nt	0.0	nt	-13	nt	-2	-17
CCOC(C(=O)OCCC[N+](C)(CC)CC)(c1ccccc1)c1ccccc1	nt	-1	nt	nt	nt	10	-3	6
CNC(=O)Oc1c(C)[nH]ccc1=O	0.1	-1	0.2	-1	0	-1	nt	1
S=C1Nc2ccccc2Sc2ccccc21	-1.6	7	0.0	3	27	-3	-7	-17
CC(NS(C)(=O)=O)c1nnc2n1-c1ccc(Br)cc1C(c1ccccc1Cl)=NC2 (centres undefined)	4.3	1	0.0	4	12	2	-9	1
CN(C)C(=O)Oc1ccc2oc(=O)cc(-c3cc4ccccc4o3)c2c1	-0.1	-2	0.2	-5	4	-1	-1	1
OC[C@H]1[C@@H]2c3ccccc3NC[C@@H]2N1Cc1cccnc1	2.5	-2	0.0	5	-1	-2	7	-2
Nc1ncc2[nH]cnc2n1	-0.8&-2.3	-3&-3	-0.3&0.0	-3&-7	-10&-3	?	0	5
